Assay outcomes: PubChem, several laboratories
eLon inh – E. coli protease La inhibition; P0A9M0; purified E. coli Lon protease, fluorescence polarization; inhibition, % at 7.94 µM; actives 0.42% (n = 360,000); AID 602123; in the data active = inhibition above about 13%, passing the limit was not always enough;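 also: 0% = enzyme with probe and DMSO and 100% = no enzyme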
MT1-MMP act inh – inhibitors of human MT1-MMP activation; actives 0.061% (n = 360,000); GFP/RFP ratio change, % at 20 µM; HT1080 RFP-PRO-GFP cells, GFP/RFP ratio fluorescence, overnight; percent of plate control window, DMSO zero; AID 651647;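 active = GFP/RFP ratio change of at least 30% with cell ATP level not reduced by more than half and red fluorescence within 50% of control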; also: strong numbers were not always called active
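Material – HT1080 RFP-PRO-GFP cells · Control set – DMSO wells and RFP-L50D-GFP cells · Incubation – overnight cell settling, then overnight compound exposure, 37 °C, 5% CO2 · Compound dosing – single-point 20 µM compound, 1% DMSO · Read-out – GFP/RFP fluorescence ratio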
Neddylation inh – blocks human cullin neddylation; calls only at 25 µM; actives 0.58% (n = 360,000); TR-FRET cullin neddylation, biochemical; P61081+Q13564; in the data active = inhibition above about 36%
Target sequence (P61081 whole entry, looked up): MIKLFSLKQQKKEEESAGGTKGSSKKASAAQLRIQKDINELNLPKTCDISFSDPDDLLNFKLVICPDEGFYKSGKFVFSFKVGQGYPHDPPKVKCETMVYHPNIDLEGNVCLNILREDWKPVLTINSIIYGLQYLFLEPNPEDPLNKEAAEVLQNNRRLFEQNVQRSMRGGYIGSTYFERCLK
Target sequence (Q13564 whole entry, looked up): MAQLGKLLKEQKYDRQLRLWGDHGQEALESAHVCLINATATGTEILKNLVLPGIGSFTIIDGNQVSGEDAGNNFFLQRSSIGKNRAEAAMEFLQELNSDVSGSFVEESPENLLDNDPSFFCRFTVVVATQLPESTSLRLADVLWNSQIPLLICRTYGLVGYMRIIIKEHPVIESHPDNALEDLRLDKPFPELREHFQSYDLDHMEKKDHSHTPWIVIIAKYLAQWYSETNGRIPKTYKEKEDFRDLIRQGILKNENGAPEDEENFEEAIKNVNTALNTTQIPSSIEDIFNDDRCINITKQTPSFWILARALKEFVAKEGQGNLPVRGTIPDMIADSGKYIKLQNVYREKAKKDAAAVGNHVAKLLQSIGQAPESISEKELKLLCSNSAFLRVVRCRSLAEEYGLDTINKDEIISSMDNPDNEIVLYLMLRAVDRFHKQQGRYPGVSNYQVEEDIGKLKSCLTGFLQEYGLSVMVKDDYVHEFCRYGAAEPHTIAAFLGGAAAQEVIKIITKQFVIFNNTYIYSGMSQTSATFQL
bovine MsrA act – activators of bovine methionine sulfoxide reductase A. actives 0.3% (n = 360,000). activation, % at 10.6 µM. AID 602163. purified bovine MsrA, absorbance read-out; in the data active = activation above about 7.5%;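 also: 0% = vehicle and 100% = reference activator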
PABP1 MLLE inh – inhibitors of microRNA-mediated deadenylation, human PABP1 MLLE binding; P11940; GST-MLLE / FITC-PAM2 fluorescence polarization; inhibition, % at 20 µM; actives 0.36% (n = 360,000); AID 588489; in the data active = inhibition above about 35%, passing the limit was not always enough;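 also: plate controls were DMSO wells with GST-MLLE for no effect and wells lacking GST-MLLE protein for full effect; some results filed as inactive read as strong as hits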
FAS-TE inh – FAS thioesterase (human) inhibition; AID 602261; actives 0.67% (n = 360,000); recombinant FAS-TE, OMFH fluorogenic substrate, fluorescence endpoint; P49327; inhibition, % at 15 µM;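 active = compounds whose normalised, plate-corrected inhibition of enzyme fluorescence in the single-dose primary screen is 50% or more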;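 also: 0% = DMSO with enzyme and 100% = substrate without enzyme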
NRP1-CendR mod – NRP-1/CendR interaction modulation; inhibition, % at 25 µM; actives 0.85% (n = 360,000); FAM-RPARPAR peptide binding to NRP-1, fluorescence polarization; O14786;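 active = inhibition or corrected inhibition above about 18%, plus a signal ratio from 0.5 to 1.5, limit read from the data, passing the limit was not always enough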; also: strong numbers were not always called active
Rin1-Abl PPI inh – human Rin1-Abl interaction inhibition. P00519+Q13671. TR-FRET Rin1/Abl binding, biochemical. inhibition, % at 7.35 µM. actives 0.4% (n = 360,000). AID 588664; in the data active = inhibition above about 5%, passing the limit was not always enough
SKN-1 block – blocks SKN-1 activity in C. elegans | C. elegans VP596 Pgst-4::GFP/RFP ratio, acrylamide-induced, 24 h | inhibition, % at 21.8 µM | actives 0.49% (n = 360,000) | AID 624304;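 active = interference check ratio from 0.5 to 1.5 plus GFP to RFP signal ratio inhibition reaching or exceeding a fixed threshold, cut at about 30% in these data, passing the limit was not always enough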; also: some compounds called inactive have numbers as strong as hits
* = called active by the depositor; i = inactive.

SMILES	eLon inh	MT1-MMP act inh	Neddylation inh	bovine MsrA act	PABP1 MLLE inh	FAS-TE inh	NRP1-CendR mod	Rin1-Abl PPI inh	SKN-1 block
O=C(NCc1ccccc1)c1ccc(S(=O)(=O)N2CCCC2)cc1	-1	9	i	4	4	-7	-1	1	8
Cc1cc(OCC(=O)Nc2ncn[nH]2)ccc1Cl	-3	4	i	-8	0	-14	4	4	-4
CCOC(=O)C(=O)/C(=C\N(C)C)c1onc(-c2c(F)cccc2Cl)c1C(=O)OC	-3	5	i	-5	-2	-3	6	0	-17
O=C(O)c1cccc(NC(=O)c2ccccc2)c1	-2	0	i	-2	3	-3	1	4	-13
O=C(CSc1nc2ccccc2o1)c1ccc2c(c1)OCCO2	7	1	i	-3	-33	7	-4	-1	37*
Clc1ccc(Sc2cc(N3CCOCC3)nc(-c3ccccc3)n2)cc1	-2	1	i	-1	1	26	4	-3	11
COc1ccc(C2=NOC3(CC(=O)N(c4ccc(F)cc4)C3=O)C2)cc1 (configuration not stated)	0	1	i	-1	-13	7	4	3	15
CC1=C(C(=O)OC(C)C)C(c2ccc(O)cc2)NC(=O)N1 (configuration not stated)	-3	1	i	2	-4	-7	11	3	9
CCCCNC(=O)c1ccc2c(SCC(=O)O)c3c(nc2c1)CCCC3	11	2	i	-2	-1	-4	-23	-2	10
O=C(CSc1nc2ccc(NC(=O)C3CCCCC3)cc2s1)NCC1CCCO1 (configuration not stated)	-7	3	i	-11	-18	-12	-4	1	-8
CC(=O)OCCN(CCOC(C)=O)c1c(C)[nH]c(=O)[nH]c1=O	-4	1	i	-2	-10	-10	3	1	-7
O=C(Nc1cccnc1)c1cccs1	-1	4	i	-4	0	-6	3	-2	10
Cc1ccc2oc(=O)c3cc(C(=O)NCCN4CCN(C)CC4)sc3c2c1	1	3	i	-3	-13	-4	-7	-6	12
COc1cccc(-c2cnc3c(NC(C)=O)cc(-c4ccc(S(C)(=O)=O)cc4)cn23)c1	-9	-10	i	1	-19	44	-1	1	15
Nc1ccc(N2CCCCC2)c2nonc12	0	-1	i	3	24	-10	29*	0	3
CN(C(=O)COC(=O)c1cccnc1Nc1ccccc1F)C1CCS(=O)(=O)C1 (configuration not stated)	0	-1	i	-6	-15	-2	12	4	-2
CCOc1cc(/C=C2\NC(=O)NC2=O)cc([N+](=O)[O-])c1O	1	23	i	-3	21	-2	15	-11	11
O=C(CSc1nc(-c2ccc(Cl)cc2)[nH]c(=O)n1)Nc1cccc(Cl)c1	2	3	i	-3	11	44	-16	-3	-7
CCN(CC)c1ccc(NC(=O)c2cncc(Br)c2)cc1	2	-5	i	-10	-4	-6	3	1	-9
Cn1c(SCC(=O)NCC2CCCO2)nc2c(c1=O)SCC2 (configuration not stated)	52*	-2	i	2	3	-3	1	2	-7
CC(C(=O)N1CCOCC1)c1ccc([N+](=O)[O-])cc1 (configuration not stated)	-5	-2	i	-8	1	-11	-4	2	-15
Cc1ccc(-c2nc(CS(=O)CC(=O)NCCC(C)C)c(C)o2)cc1 (configuration not stated)	2	-1	i	-8	21	-7	2	-2	-2
O=C(CN1C(=O)CC(c2ccccc2)S(=O)(=O)c2ccccc21)NC1CCCC1 (configuration not stated)	9	-2	i	-3	9	1	-22	-1	11
CCCCOc1ccccc1-c1ccccc1CN1[C@@H](C(C)C)COCCS1(=O)=O	5	-4	i	-2	-3	22	-2	-3	8
Cn1nc(-c2ccc(OCC(N)=O)cc2)c2ccccc2c1=O	1	6	i	1	10	-6	13	4	-15
CCN[C@H]1CN(CCCOC)S(=O)(=O)c2sc(S(N)(=O)=O)cc21	-3	2	i	-10	-6	-3	-10	4	4
CC(O)[C@H]1CC[C@H]2[C@@H]3CC[C@H]4C[C@@H](O)CC[C@]4(C)[C@H]3/C(=N/O)C[C@]12C (some centres not stated)	-3	2	i	-3	-1	-10	6	0	1
COc1ccc(C(=O)/C=C/c2cccs2)c(OC(=O)N2CCOCC2)c1	-2	-4	i	-6	0	11	-3	-4	-6
COc1cc(CC(=O)OCC(=O)c2c[nH]c3ccccc23)cc(OC)c1OC	-15	6	i	-5	-11	-3	-17	5	3
Cc1ccc(C(=O)Nc2ccc(C(=O)O)cc2)cc1S(=O)(=O)Nc1cccc([N+](=O)[O-])c1	-8	2	i	-3	6	-4	-12	4	1
CCOc1ccccc1NC(=O)NC1(C(=O)N2CCOCC2)CCCCC1	-5	-3	i	-7	-4	-7	-8	0	-12
CC(C)CCn1c(Cl)nc2c1c(=O)n(C)c(=O)n2C	3	0	i	-5	-4	-3	-19	0	11
O=C(NCc1ccccc1)C1=C[C@@H](c2coc3ccccc3c2=O)C[C@@H](OCCCCO)O1	-13	6	i	-2	1	-10	17	2	6
O=C(C1=NN(c2ccccc2)C(=O)CC1)N1CCc2ccccc2C1	-6	-3	i	-5	12	-5	1	0	8
C=CCc1cccc(/C=N/NC(=O)C(C)Nc2cccc(C)c2)c1O (configuration not stated)	2	0	i	-1	2	27	2	5	15
CCCCN(C(=O)CSc1cc(C)c2ccc(OC)cc2n1)c1c(N)n(Cc2ccccc2)c(=O)[nH]c1=O	-2	-13	i	0	-2	0	-4	-2	8
Nc1cccc(NC(=O)c2ccco2)c1	1	4	i	-3	-5	-7	3	-1	3
O=C(COC(=O)CCc1ccccc1)NCc1ccc2c(c1)OCO2	-4	-1	i	-2	-1	-6	-5	2	16
O=c1cc(-c2ccccc2)nc(N2CCN(Cc3ccc4c(c3)OCO4)CC2)[nH]1	-5	4	i	-4	-1	0	-1	-2	14
CC(C)CCNC(=O)C1CCCN1C(=O)NC1CCCCC1 (configuration not stated)	0	-2	i	-3	-12	-6	18	2	4
CN(c1ccc(Cl)cc1)S(=O)(=O)c1nnc(NC(=O)C(C)(C)C)s1	-1	0	i	-3	7	1	4	0	13
Cc1ccc(NC(=O)CN(C)S(=O)(=O)c2cnc[nH]2)c(C)c1	2	1	i	-8	-12	-8	-1	3	-14
OCC1(CCOc2ccccc2)CCN(CC2=Cc3cc(Cl)ccc3OC2)CC1	10	5	i	-2	-20	19	-6	0	4
COC(=O)Cn1c(=O)c2c(nc3n2CC(C)CN3c2ccc(C)c(C)c2)n(C)c1=O (configuration not stated)	3	1	i	-5	-8	0	8	-1	-7
CCOC(=O)CN1C(=O)N[C@@H](CCc2ccccc2)[C@H](C(C)=O)[C@H]1C	-3	3	i	-4	-1	-12	8	-1	10
CC1CCN(C2CC(=O)N(c3ccccc3)C2=O)CC1 (configuration not stated)	-3	1	i	-5	12	-4	0	-5	0
O=C(CC[C@H]1O[C@@H](n2cnc3c(NC(=O)c4ccccc4)ncnc32)[C@H](O)[C@@H]1O)NCc1ccc2c(c1)OCO2	-5	2	i	-11	1	-5	-7	4	-17
CC(=O)c1ccc2c(c1)OCCOCCOCCOCCOCCO2	4	-1	i	0	5	-5	1	-1	15
Cc1ccc(S(=O)(=O)N/N=C(\c2ccccc2)c2cccnc2)cc1	-11	0	i	-5	-20	-5	5	2	-22
O=C(CCCOc1ccc(Cl)cc1Cl)N/N=C/c1cccc([N+](=O)[O-])c1	0	3	i	-3	4	10	-6	3	-6

Continued.
SMILES	eLon inh	MT1-MMP act inh	Neddylation inh	bovine MsrA act	PABP1 MLLE inh	FAS-TE inh	NRP1-CendR mod	Rin1-Abl PPI inh	SKN-1 block
CCc1noc(C)c1C(=O)Nc1ccccc1C(C)(C)C	-14	-1	i	0	-35	-7	2	0	19
O=C(CCCCCN1C(=O)c2cccc3cccc(c23)C1=O)NCCO	-8	-1	i	-5	-18	-8	5	-3	4
O=C(Nc1ccccc1)C1CC(=O)N(c2ccc3c4c(cccc24)CC3)C1 (configuration not stated)	-8	-4	i	-4	-77	-1	1	2	1
Cn1cnc2c1c(=O)[nH]c(=O)n2Cc1ccccc1	1	-1	i	-3	0	-4	-10	0	6
CCC(C)n1c(=O)c2sccc2n2c(CCCC(=O)N3CCC(C(N)=O)CC3)nnc12 (configuration not stated)	1	-5	i	3	-6	-5	-8	-3	19
COc1ccc(-c2cc(C)no2)cc1S(=O)(=O)N1CCN(c2ccc([N+](=O)[O-])cc2)CC1	-1	-1	i	-1	-3	50*	4	1	22
Cn1ncc(Cl)c1C(=O)Nc1ccc2c(c1)CCC2	0	1	i	-5	-3	-1	5	2	-10
CCN(CC)C(=O)CSc1nnc(-c2cnccn2)n1-c1ccc(C)cc1	-9	4	i	-2	3	-12	-4	-1	-3
COc1nc(-c2ccccc2)cc(C(F)(F)F)n1	-7	2	i	-7	4	-2	13	2	-8
CC1CCc2c(sc3nc(CN4CCOCC4)nc(Sc4ccccc4)c23)C1 (configuration not stated)	-11	-11	i	-2	-1	24	-3	1	6
O=C(C1CCN(c2nnc(-n3cccc3)s2)CC1)N1CCN(c2cccc(C(F)(F)F)c2)CC1	0	-1	i	0	-5	-2	-11	-3	3
C=CCOC(=O)/C(=C/c1ccco1)NC(=O)/C=C/c1ccccc1	-12	0	i	-5	-9	-10	-8	-3	-6
O=C(Nc1ccccc1)c1c(F)cccc1F	1	-3	i	-4	6	-5	-9	3	13
CC(C)(C)n1nc(C2CC2)cc1NC(=O)Nc1ccc(Cl)cc1	2	5	i	-10	-9	-10	14	-4	-6
Cc1cc(=O)oc2ccc(OCC(=O)O)cc12	-7	1	i	0	13	-1	4	-1	-24
O=C(NC[C@@H]1CC[C@@H](Cc2ccc(-c3ccccc3)cc2)O1)Nc1ccc(Br)cc1	4	-25	i	-1	16	14	2	-3	14
CC(=O)c1c(C)[nH]c(C(=O)OCc2ccc([N+](=O)[O-])cc2)c1C	-5	0	i	-1	-5	16	5	1	15
COC(=O)c1cc(CSc2nc3ccccc3[nH]2)oc1C	6	-6	i	-2	-45	-4	-7	0	-7
CC(CCN1C(Nc2ccccc2)=NC[C@@H]1C)c1ccccc1 (some centres not stated)	-4	1	i	-2	7	-13	-4	-1	19
CC(C)Oc1cccc(NC(=O)c2cnccc2C(F)(F)F)c1	-7	2	i	-3	7	-4	3	-3	-1
Cc1ccccc1N1CCN(C(=O)c2ccccc2NC(=O)C2CC=CCC2C(=O)O)CC1 (configuration not stated)	2	1	i	-5	-6	-10	2	-1	14
O=C1CSC(c2ccco2)N1 (configuration not stated)	-16	2	i	0	26	-8	0	2	10
O=c1[nH][nH]c2c(N=Cc3ccccc3O)ccc(F)c12	25*	2	i	-4	49*	-2	24	17*	42*
CCOC(=O)C1CCN(c2ccccc2CN2CCN(c3ccccc3OCC)CC2)CC1	-4	-9	i	-2	-5	19	6	1	4
O=C(Cn1nc2n(c1=O)-c1ccccc1SC2)N/N=C/c1cccnc1	20	-2	i	-1	19	-10	-5	-2	-9
COc1ccc(-c2noc(CNC(=O)C(C)Oc3ccccc3)n2)cc1 (configuration not stated)	5	1	i	-5	-10	0	0	0	-26
Cc1cccc(CSc2nnc(CCCCCNC(=O)OC(C)(C)C)o2)c1	4	0	i	-2	1	-5	-4	0	12

Five entries drawn at random from those above:
SMILES	eLon inh	MT1-MMP act inh	Neddylation inh	bovine MsrA act	PABP1 MLLE inh	FAS-TE inh	NRP1-CendR mod	Rin1-Abl PPI inh	SKN-1 block
O=c1[nH][nH]c2c(N=Cc3ccccc3O)ccc(F)c12	25*	2	i	-4	49*	-2	24	17*	42*
CCOC(=O)C1CCN(c2ccccc2CN2CCN(c3ccccc3OCC)CC2)CC1	-4	-9	i	-2	-5	19	6	1	4
O=C1CSC(c2ccco2)N1 (configuration not stated)	-16	2	i	0	26	-8	0	2	10
Cc1cccc(CSc2nnc(CCCCCNC(=O)OC(C)(C)C)o2)c1	4	0	i	-2	1	-5	-4	0	12
COc1ccc(-c2noc(CNC(=O)C(C)Oc3ccccc3)n2)cc1 (configuration not stated)	5	1	i	-5	-10	0	0	0	-26
